# CYP2C9 inh = human CYP2C9 inhibition; inhibition, % at 5 µM; CYP2C9 Supersomes, luciferin-H conversion, luminescence; 20% of 96,000 active;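 active = blocking of liver enzyme CYP2C9 beyond about 50% at 5 µM, limit read from the data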; also: values of inactives mirror those of a sister screen read the other way
# CYP2C19 activ = cytochrome P450 2C19 (human) activation; P33261; recombinant CYP2C19, luciferin-H EGE luminescence; active compounds read high; 0 = fully inhibited enzyme, 1 = untreated enzyme; activation factor at 5 µM; 96,000 tested, under 10 active; AID 1025;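 active = activation factor of at least 2 at 5 µM in the primary screen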;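 also: 0 = wells with 2.5 mM tranylcypromine and 1 = vehicle-only wells; values of inactives mirror those of a sister screen read the other way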
# Target sequence (P33261 whole entry, looked up): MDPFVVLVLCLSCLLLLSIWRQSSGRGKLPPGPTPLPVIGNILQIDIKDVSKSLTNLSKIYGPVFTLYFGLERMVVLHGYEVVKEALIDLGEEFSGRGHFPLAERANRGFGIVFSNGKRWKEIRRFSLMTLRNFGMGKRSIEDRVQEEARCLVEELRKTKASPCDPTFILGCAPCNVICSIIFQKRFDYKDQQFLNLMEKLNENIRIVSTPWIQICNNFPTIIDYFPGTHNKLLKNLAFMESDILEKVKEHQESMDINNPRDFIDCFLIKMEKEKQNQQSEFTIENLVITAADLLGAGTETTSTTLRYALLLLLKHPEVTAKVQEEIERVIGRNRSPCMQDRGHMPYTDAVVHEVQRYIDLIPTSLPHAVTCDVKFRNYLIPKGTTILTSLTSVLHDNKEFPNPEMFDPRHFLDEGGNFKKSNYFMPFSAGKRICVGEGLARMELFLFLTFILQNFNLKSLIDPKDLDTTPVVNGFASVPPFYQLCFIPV
# HUVEC tox IL1B = HUVEC cytotoxicity counter-screen, IL-1B stimulated. HUVEC cell count loss, Hoechst imaging. cell count reduction, % at 2 µM. 0.41% of 94,000 active. AID 845;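 active = cell count reduction more than 3 SD above the screen-wide mean, cut at about 70% in these data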;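 also: normalized per plate to untreated control cells as the no-loss baseline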
# VCAM1 TNFa inh = reduces TNF alpha induced VCAM1 expression in HUVEC; HUVEC TNFa-induced VCAM-1 immunofluorescence, high-content imaging; inhibition, % at 2 µM; 0.48% of 95,000 active; AID 802;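 active = inhibition above the batch mean plus 3 SD, with images confirmed as a hit by eye, cut at about 37% in these data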;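 also: 0% = TNF-stimulated DMSO wells and 100% = unstimulated control wells; not every result past the cut was called active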
# CYP2C19 inh = blocks human cytochrome P450 2C19 | P33261 | CYP2C19 Supersomes, luciferin-H EGE luminescence, 30 min | inhibition, % at 5 µM | 21% of 96,000 active;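 active = CYP2C19 inhibition above a set limit at 5 µM in the primary screen, cut at about 50% in these data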;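 also: plate controls were negative control wells for no effect and 2.5 mM tranylcypromine positive control for full effect; values of inactives mirror those of a sister screen read the other way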
# TNFa cytotox = HUVEC cytotoxicity counter-screen, TNF alpha stimulated | cell count reduction, % at 2 µM | 0.17% of 93,000 active | HUVEC TNFalpha-stimulated, Hoechst cell count, imaging | AID 848;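 active = cell count reduction exceeding the screen mean by over 5 SD, scaled to untreated wells per plate, cut at about 78% in these data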;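 also: cells counted after 24 h of TNF alpha exposure following the 1 h pretreatment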
# Calb biofilm kill = kills Candida albicans biofilms. C. albicans biofilm + clotrimazole, Alamar Blue. inhibition, % at 6 µM. 0.14% of 85,000 active. AID 834;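 active = inhibition above 20%; inactive = inhibition below 20%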;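 also: preformed 24 hr biofilms exposed to compound for 48 hr; 0% = biofilm without compound and 100% = blank killed by clotrimazole plus chlorhexidine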
# hDAT+cocaine = modulates human dopamine transporter uptake under cocaine. LLC-PK1 hDAT cells, [14C]-dopamine uptake with cocaine IC80; actives deviate in either direction. B-score at 10 µM. Q01959. AID 449768. 1.3% of 110,000 active;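 active = Z score or B-score, a plate-position-corrected score, falls beyond the plate's 99.7% confidence bounds, in either direction; inactive = both scores lie inside the 99.7% bounds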;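 also: scored against the spread of the other compound wells on the same plate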
# Target sequence (Q01959 whole entry, looked up): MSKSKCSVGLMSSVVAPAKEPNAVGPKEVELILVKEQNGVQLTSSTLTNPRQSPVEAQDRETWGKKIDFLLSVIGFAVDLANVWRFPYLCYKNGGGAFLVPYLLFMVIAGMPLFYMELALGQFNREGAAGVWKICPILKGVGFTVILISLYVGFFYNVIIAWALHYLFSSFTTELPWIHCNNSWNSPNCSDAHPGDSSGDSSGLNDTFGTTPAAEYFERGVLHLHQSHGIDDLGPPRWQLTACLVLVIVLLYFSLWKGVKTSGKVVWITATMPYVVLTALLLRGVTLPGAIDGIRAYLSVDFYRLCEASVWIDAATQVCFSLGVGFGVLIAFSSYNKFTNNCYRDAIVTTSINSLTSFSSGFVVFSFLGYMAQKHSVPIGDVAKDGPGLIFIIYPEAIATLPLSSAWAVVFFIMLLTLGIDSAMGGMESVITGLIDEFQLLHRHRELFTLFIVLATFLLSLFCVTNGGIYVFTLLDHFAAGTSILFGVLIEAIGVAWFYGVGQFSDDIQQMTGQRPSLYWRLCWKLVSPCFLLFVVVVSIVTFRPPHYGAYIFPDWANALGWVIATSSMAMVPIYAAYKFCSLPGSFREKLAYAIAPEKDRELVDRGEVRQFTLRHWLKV
# CYP2C9 activ = increases human cytochrome P450 2C9 activity | AID 1024 | recombinant CYP2C9, luciferin-H conversion, luminescence; active compounds read high; factor 1 = untreated enzyme, 0 = blocked | P11712 | 1.4% of 96,000 active | activation factor at 5 µM;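 active = activation factor of 2 or more for CYP2C9 at a 5 µM dose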;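 also: 0 = sulfaphenazole-blocked wells and 1 = vehicle-only wells; values of inactives mirror those of a sister screen read the other way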
# Starred values were filed as active, the others as inactive; / = not tested or not shown.
SMILES,CYP2C9 inh,CYP2C19 activ,HUVEC tox IL1B,VCAM1 TNFa inh,CYP2C19 inh,TNFa cytotox,Calb biofilm kill,hDAT+cocaine,CYP2C9 activ
O=C(Nc1ccccc1C(F)(F)F)c1ccc(CN2CCC(Cc3ccccc3)CC2)cc1,23.0,0.9,-6.2,-9.0,7.4,-13.5,/,-0.44,0.8
COc1ccc(OC)c(-n2c(=S)[nH]c3cc(C(=O)NCCCN4CCCC4=O)ccc3c2=O)c1,10.2,1,15.4,-15.6,-1.0,2.2,0.2,/,0.9
Cc1cc(C)cc(C(=O)N2CC(C)OC(C)C2)c1 (stereo unspecified),88.3*,1,0.0,-2.0,0.1,3.1,-1.8,1.34,0.1
C/C(=N\O)C(C)(C)NC(=O)Nc1ccc(Cl)cc1,23.7,0.8,20.5,18.3,20.6,-21.3,5.0,0.473,0.8
CCOc1nc(-c2ccccc2O)nc2ccccc12,-33.9,0.9,-46.1,22.1,11.7,-19.8,4.3,-0.0305,1.3
N=c1n(CCO)c2ccccc2n1CCOc1ccc(Cl)cc1Cl,-9.9,0.9,6.8,-2.7,7.6,-44.9,14.5,2.97*,1.1
Clc1ccc(C2=Nn3c(nnc3-c3cc(-c4ccccc4)n[nH]3)SC2)cc1,-14.8,1.1,-29.7,-6.3,-8.0,-4.8,/,2.51,1.1
c1ccc(N2CCN(c3c4c(nc5ncnn35)CCC4)CC2)cc1,34.9,1,1.7,-8.1,-2.2,-30.6,5.5,0.474,0.7
N#Cc1ccc(OCc2nnc(SCC(=O)c3ccccc3)n2-c2ccccc2)cc1,/,/,12.5,5.9,/,-18.0,2.2,-0.415,/
CCN(CC)S(=O)(=O)c1ccc(C(=O)Nc2ccc(OCC(=O)N3CCOCC3)cc2)cc1,9.6,1,-32.1,8.9,-1.1,-7.3,-5.7,1.47,0.9
Cn1c2c(c3ccccc31)CC/C2=N\O,16.6,0.2,/,/,79.0*,/,-4.0,-1.01,0.8
Cc1nc(-c2ccccc2)nc2[nH]c(-c3ccccc3)cc(=O)c12,33.5,0.7,0.5,-6.4,26.8,-27.8,2.1,-1.47,0.7
CCC(=O)Oc1ccc(C(=O)Nc2ccc3c(c2)C(=O)N(C2CCCCC2)C3=O)cc1,57.8*,0.8,-6.3,6.7,23.6,-17.0,12.0,0.245,0.4
CCS(=O)(=O)N1CCN(C2CCC(c3ccccc3)CC2)CC1 (stereo unspecified),26.9,0.9,-136.2,9.2,13.1,5.4,6.6,-1.12,0.7
O=C(CCl)Nc1ccccc1Sc1ccccc1,13.3,0.4,4.5,12.3,64.3*,-11.7,/,-0.293,0.9
Cc1cc(NC(=O)CSc2nc(C(C)C)nc3sc4c(c23)CCC(C)C4)no1 (stereo unspecified),/,/,-11.4,18.6,/,2.1,0.9,-0.299,/
CCOc1cccc(C(=O)Nc2ccccc2N2CCN(C(=O)C(C)C)CC2)c1,94.1*,0.2,-41.7,-14.4,76.9*,-11.8,9.4,-9.07*,0.1
COc1ccc(OC(=O)c2cccnc2)cc1,-13.9,1.1,2.3,3.6,-5.9,13.7,4.2,-0.0172,1.1
COC(=O)c1ccc(NC(=O)c2cc3sccc3n2C)cc1,-1.0,0.8,-15.5,7.2,20.4,0.7,2.7,0.0872,1
COc1ccc(C2C=C(c3ccc(Cl)cc3)Nc3nc(NC(C)=O)nn32)cc1 (stereo unspecified),-13.8,1.2,-31.0,5.3,-15.9,-39.1,0.8,/,1.1
COC(=O)c1c(NC(=O)Nc2ccc(Cl)cc2)sc(C)c1C,10.2,0.9,11.3,20.0,5.9,-10.1,4.1,/,0.9
CCOCc1cnc(C)nc1NCC(=O)c1c(C)[nH]c2ccc(OC)cc12,-1.0,1,-103.0,-16.2,1.6,-11.0,6.3,0.0428,1
CCOC(=O)C1CCN(C(=O)c2ccc(NC(=O)C3CCCO3)cc2)CC1 (stereo unspecified),/,/,-47.4,-31.1,/,-28.4,/,0.515,/
CCCCOc1ccccc1Cn1c(=O)oc2ccc(C)cc21,87.7*,0.1,-8.5,-9.8,86.8*,2.9,/,0.338,0.1
CCC(Sc1n[nH]c(=O)[nH]c1=O)C(=O)OCc1ccccc1 (stereo unspecified),18.2,0.6,8.7,4.3,40.7,-14.0,0.9,-1.14,0.8

# (cont.)
SMILES,CYP2C9 inh,CYP2C19 activ,HUVEC tox IL1B,VCAM1 TNFa inh,CYP2C19 inh,TNFa cytotox,Calb biofilm kill,hDAT+cocaine,CYP2C9 activ
N=c1c(C(=O)NC2CCCC2)cc2c(=O)n3ccccc3nc2n1C1CCCC1,6.1,0.9,-56.8,21.9,9.7,-26.8,7.3,-0.337,0.9
Cc1ccc2[nH]cc(CCNC(=O)c3cccnc3)c2c1,64.2*,0.1,-24.1,-3.9,87.8*,-27.2,7.3,0.0144,0.4
COc1ccc(NC(=O)CN2C(=O)C(C)Oc3ccccc32)c(OC)c1 (stereo unspecified),43.4,0.2,-1.4,6.2,79.4*,-36.9,2.6,2.28*,0.6
COC(=O)C1C2C=CC3(CN(c4cccc(Cl)c4)C(=O)C13)O2 (stereo unspecified),-5.9,1,/,/,1.0,/,8.3,-0.925,1.1
Cc1ccc(C(c2nnnn2C2CCCCC2)N(C)C2CCCCC2)cc1 (stereo unspecified),-1.1,0.9,4.3,4.8,14.5,5.4,2.5,-0.00229,1
CC1CCN(C(=O)CSc2nnc(CNC(=O)c3ccco3)o2)CC1,-9.7,1.1,14.3,4.6,-7.2,1.1,16.4,0.457,1.1
c1ccc2c(c1)NC1(CCCC1)n1c-2nc2ccccc21,31.0,0.9,/,20.8,11.7,-15.9,-0.8,0.804,0.7
CC(C)CC(C)NNC(=O)c1cc2ccccc2[nH]1 (stereo unspecified),5.7,0.5,1.0,4.6,48.4,8.1,/,-0.248,0.9
Cc1ccn2c(NC(=O)c3ccccc3)c(-c3cccs3)nc2c1,8.6,0.9,-1.2,5.4,14.9,3.9,/,0.225,0.9
CCCCN(CCCC)S(=O)(=O)c1ccc(C(=O)Nc2nnc(COC)o2)cc1,19.3,1,-17.4,-18.2,3.2,-48.0,-2.8,-0.0369,0.8
Cc1ccc(O)c(-c2cc(C(F)(F)C(F)F)[nH]n2)c1,83.2*,0.2,17.2,32.7,83.8*,-11.3,5.2,-0.0445,0.2
COc1ccc(NC(=O)CC2C(=O)N(c3ccc(OC)cc3)C(=O)N2C(C)C)cc1 (stereo unspecified),26.8,0.4,-84.8,-2.1,55.8*,-2.0,-2.5,-0.11,0.7
CCOc1ccc2nc(NCCNC(=O)CC)c(C#N)cc2c1,-15.1,1,-60.2,-7.9,4.5,12.2,6.5,2.27,1.2
CC1CN(c2ccccc2)C(=O)CS1 (stereo unspecified),3.2,1.1,-25.8,14.2,-10.7,-10.5,9.4,-0.209,1
CCCc1nnc(NC(=O)Cn2c(=O)oc3ccccc32)s1,54.1*,0.6,-66.0,7.7,39.2,-14.4,6.9,0.144,0.5
Cc1ccc(C(=O)NCCc2ccncc2)cc1,28.9,0.5,-2.6,0.0,51.3*,-17.8,8.2,-0.0543,0.7
COc1cccc(NC(=O)CC2(CC(=O)O)CCCC2)c1,25.4,0.8,2.2,4.5,22.1,-34.7,9.1,0.578,0.7
O=C(CN(C(=O)CCC(=O)Nc1nccs1)c1ccc(F)cc1)NCC1CCCO1 (stereo unspecified),8.7,0.9,-21.1,10.3,6.2,-18.3,1.9,-0.583,0.9
O=C(Oc1ccccc1)c1cccc(N2C(=O)CCC2=O)c1,50.7*,0.3,/,/,65.7*,/,3.7,-0.35,0.5
Cc1cc(C)c(C)c(OCCOCCN2CCOCC2)c1,-12.6,0.6,-70.6,24.7,44.8,-24.0,-0.9,0.582,1.1
COc1ccccc1OCc1nnc(SCC(=O)NCc2ccco2)n1Cc1ccco1,58.3*,0.4,-3.5,2.5,62.0*,-17.6,6.8,0.728,0.4
COC(=O)CSc1nc(N)c(C#N)c(-c2ccco2)c1C#N,15.0,1.1,-1.6,9.2,-6.8,-11.3,/,-0.41,0.8
O=C(CCc1nc2ccccc2[nH]c1=O)OCc1ccc(S(=O)(=O)N2CCOCC2)cc1,25.8,0.8,-159.0,/,15.0,/,4.1,-0.0448,0.7
O=C(CSc1nnc(Cn2nnc3ccccc32)o1)Nc1ccc(Cl)cc1,/,/,-4.6,0.3,/,-14.8,3.2,-0.52,/
CCNc1nc(NC(C)(C)C)nc(N(C#N)CC)n1,37.6,0.8,29.4,-11.4,20.8,-17.3,6.5,0.686,0.6

# Further records follow:
SMILES,CYP2C9 inh,CYP2C19 activ,HUVEC tox IL1B,VCAM1 TNFa inh,CYP2C19 inh,TNFa cytotox,Calb biofilm kill,hDAT+cocaine,CYP2C9 activ
Cc1cc(C)nc(-n2nc(C)c(Oc3ccccc3O)c2C)n1,-1.8,0.7,4.6,7.5,34.5,-23.8,2.0,-1.15,1
CC(=O)Nc1cc(C(N)=O)c(Cl)cc1Cl,-15.9,1.1,14.7,14.4,-11.7,13.1,5.4,-0.338,1.2
CCOC(=O)c1cc2sccc2n1CC(=O)N1CCCC1,23.8,0.6,-23.9,0.3,44.5,-9.5,0.5,-0.166,0.8
N#CC(Nc1ccccc1)c1ccccc1OCc1ccccc1 (stereo unspecified),89.3*,0.1,-11.4,3.6,85.6*,-13.4,/,-0.456,0.1
COc1ccc(Nc2nc3ccccc3c(=O)s2)c(OC)c1,15.2,0.6,-1.0,7.8,39.7,-4.0,2.5,0.0183,0.8
CCNC(=O)NC1(C(=O)Nc2ccc3c(c2)CCC3)CCCCC1,13.7,0.8,-1.8,-6.0,15.3,-22.1,4.1,-0.692,0.9
Brc1ccc(-c2noc(CCc3ccccc3)n2)o1,10.2,0.5,-21.0,10.9,47.4,-13.1,12.1,-1.42,0.9
Fc1ccccc1N1CCN(c2cnc3ccccc3n2)CC1,8.0,0.7,11.6,2.2,25.4,-6.3,3.7,-0.0451,0.9
CCOC(=O)CN1Cc2cccc(C(=O)O)c2C1=O,-1.0,1.1,-13.1,22.2,-13.7,-5.9,12.4,0.0767,1
COCCn1c(Cc2ccccc2)nnc1SCC(=O)N(C)C,-6.6,1.1,39.4,1.3,-11.1,-7.4,-3.0,0.798,1.1
CC(C)OC(=O)CSc1nnc(-c2ccc(Cl)cc2)n1N,4.5,0.5,-6.6,10.3,47.3,-6.2,7.1,-0.183,1
CCc1nnc(NC(=O)c2ccc(S(=O)(=O)N3CCCCCC3)cc2)s1,23.6,0.8,-16.8,-7.4,23.0,-15.2,-4.4,0.508,0.8
Cc1ccc(O)c(C(=O)c2cnc3c(c2)COc2ccc(C)cc2-3)c1,/,/,-77.0,2.2,/,0.8,0.9,-0.77,/
COc1ccc2nc(NC(=O)CN3CCOCC3)sc2c1,26.1,1,6.3,11.7,-3.0,-3.3,10.5,-0.684,0.7
Cc1ccc2nc(NC(=O)C3CCN(S(=O)(=O)c4ccc5c(c4)oc(=O)n5C)CC3)sc2c1,-47.7,0.9,8.1,-3.4,6.1,-1.3,7.4,-0.00508,1.5
O=c1c(-c2ccc(Br)cc2)coc2c(CN3CCOCC3)c(O)ccc12,57.8*,0.8,8.7,62.2*,18.9,32.3,8.5,0.735,0.4
CCCCNC(=O)NC1C(NC(=O)NCCCC)N(C)C(=O)N1C (stereo unspecified),0.9,1.1,6.5,-8.1,-8.1,-13.9,/,0.638,1
CCOC(=O)C(C(=O)NCC1CCCO1)C1CCCCC1 (stereo unspecified),/,/,3.2,-7.3,/,20.2,4.0,-0.144,/

# Compound activity: PubChem, several laboratories
